BL2 CD40 inh = inhibitors of CD40-induced NF-kB signaling, primary screen, BL2 cells, luciferase reporter, single point; 0.94% of 83,000 active; CD40L-induced, 4 h; inhibition, % at 10 µM;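 active = mean inhibition of at least 50% with a set share of replicates also reaching that level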;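 note: 0% = neutral control wells and 100% = IKK inhibitor VII at 50 µM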
* = called active by the depositor; & = joins results of further samples; [ ] = dose if it differs, or a comment. Not all compounds are listed; the hit share may differ from the screen's.

SMILES	BL2 CD40 inh
O=C(NCc1ccco1)c1ccc(C(=O)NCc2ccco2)s1	-2
O=C(C[C@@H]1CC[C@@H]2NC[C@H](O)COC[C@H]2O1)NC1Cc2ccccc2C1	-2[25 µM]
C[C@@H]1CN([C@@H](C)CO)C(=O)c2cc(NC(=O)C3CCCCC3)ccc2O[C@@H](C)CCCCO[C@H]1CN(C)C(=O)CCC(F)(F)F	-6[25 µM]
O=C(CCN1C(=O)c2ccccc2S1(=O)=O)Nc1ccc(F)c(F)c1F	5
O=C1/C(=C/c2ccccn2)SC(=S)N1Nc1ncc(C(F)(F)F)cc1Cl	17
O=C(Nc1ccnn1C1CCN(C2CCCC2)CC1)c1ccccc1	5
Cc1ccsc1C(=O)OCC(=O)NC1CCS(=O)(=O)C1 (stereo not drawn)	5
CCCCn1nc(C(=O)N(C)CC(=O)Nc2ccc(F)c(F)c2F)ccc1=O	4
O=C(Nc1nc2c(s1)CCCC2)c1cccs1	19
O=C(NC1CC(=O)N(c2ccccc2)C1)C(=O)c1c[nH]c2ccccc12 (stereo not drawn)	-12
O=C(CNC(=O)Cc1ccc(Cl)cc1)NCC(=O)N1CCCCC1	13
CCCS(=O)(=O)NC(=O)C1(C)CCCN(C(=O)c2ccco2)C1 (stereo not drawn)	4
CC(CCc1ccco1)N(C)S(=O)(=O)c1csc(C(N)=O)c1 (stereo not drawn)	9
CCN(CC)C(=O)C(C)N(C#N)c1nc(Cl)nc(N(C)C)n1 (stereo not drawn)	3
CCOC(=O)c1c(C)[nH]c(C(=O)OCc2c(C)noc2C)c1C	0
Cc1ccc(OCCOC(=O)CN2C(=O)NC3(CCCC3)C2=O)cc1	7
COC(=O)c1c(NC(=O)CN2C(=O)NC3(CCCCC3C)C2=O)sc2c1CCC2 (stereo not drawn)	11
CCc1nc(NCCO)c(C#N)c2c1CCCC2	5
O=C(Nc1cccc(Cl)c1)N1C[C@@H]2[C@H](c3ccccc31)[C@H](CO)N2Cc1cccnc1	-9[25 µM]
c1cncc(Oc2cccc(Oc3cccnc3)c2)c1	-3
Cc1c(C(=O)c2ccccc2C(=O)O)sc2ccccc12	6
CC1C(=O)Nc2ccccc2N1C(=O)C1CC1 (stereo not drawn)	4
CN1c2ccc(C#Cc3cccnc3)cc2[C@H]2[C@H](CCN2C(=O)C2CCCCC2)[C@@H]1CO	15[25 µM]
O=C(CCn1cncn1)N1CCCC(N2CCN(c3ccc(F)cc3)CC2)C1 (stereo not drawn)	-17
CCOc1ccc(N=Cc2ccc(N(C)C)cc2)c(O)c1	-8
Cc1ccc(CN(C)C(=O)c2ccc(S(=O)(=O)N3CCCCCC3)cc2)o1	40
COc1ccc(-c2nc(C)c(C(C)=O)n2O)cc1OC	-26
Cn1nccc1CNC(=O)c1ccnn1C	7
O=C(NCCN1CCCCC1)[C@@H]1N[C@@H]2c3ccc(-c4cccnc4)c(=O)n3C[C@@H]2[C@H]1CO	-9[25 µM]
C[C@H]1CN([C@@H](C)CO)C(=O)CCCn2cc(nn2)CO[C@H]1CN(C)S(C)(=O)=O	0[25 µM]
CC(=O)Nc1ccc(C(=S)NCCCO)cc1	8
COCCN(Cc1ccccc1)C(=O)c1cccc(S(=O)(=O)N2CCCc3ccccc32)c1	30
CN(Cc1ccc(Cl)s1)C(=O)CNC(=O)CNC(=O)c1ccc(Cl)cc1Cl	6
O=C(N[C@H]1CC[C@H](CCn2cc(C3CCCC3)nn2)O[C@@H]1CO)c1cccnc1	-3
O=C1C2C3C=CC(CC3)C2S(=O)(=O)C2C3C=CC(CC3)C12 (stereo not drawn)	10
Cc1nn(-c2ccccc2)c(C)c1C(=O)OCC(=O)N(C)c1c(N)n(Cc2ccccc2)c(=O)[nH]c1=O	0
N#C[C@@H]1[C@H](c2ccc(C#Cc3ccccc3F)cc2)[C@H](CO)N1C(=O)C1CCCCC1	6
C=C(C)CSc1nc2nc(C)cc(C)n2n1	-7
O=[N+]([O-])c1cc2c(cc1Br)-c1ccccc1C2	-15
O=C(O)CN1CCCCCC1=O	3
c1ccc(-c2nnc3n2N=C(c2ccc4ccccc4c2)CS3)cc1	11
CCN(CC(=O)NCc1ccc(Cl)cc1)C(=O)COc1cccc(Cl)c1	-1
COc1cc(CN2CCCCCC2)cc(OC)c1O	7
O=C(COC(=O)c1ccc(Cl)nc1)Nc1ccc(Cl)cc1	-3
O=C(CSc1ccc(S(=O)(=O)N2CCOCC2)cn1)Nc1ccc(F)c(F)c1	2
CCOP(=O)(OCC)C(Nc1ccccc1)c1ccco1 (stereo not drawn)	7
Cc1ncccc1C(=O)N1CCCC(CNC(=O)C2(c3ccc(Cl)cc3)CC2)C1 (stereo not drawn)	6
CO[C@@H]1CN(C)C(=O)c2ccc(NC(=O)Nc3cccc(Cl)c3)cc2OC[C@@H](C)N(C(=O)Nc2c(C)noc2C)C[C@H]1C	-12
CC(C)NC(=O)N(C)C[C@@H]1Oc2c(N)cccc2C(=O)N(C)C[C@H]1C	3
O=C(NCCc1ccncc1)[C@H]1[C@H](CO)[C@H]2Cn3c(ccc(-c4cccnc4)c3=O)[C@H]2N1C(=O)C1CC1	-4[25 µM]
CN(C)S(=O)(=O)c1cc(NC(=O)CNCCN2CCOCC2)ccc1Cl	0
N#Cc1c(-c2ccc(Cl)cc2)n(O)c2ccccc12	-5
Cc1cccc(N2CCN(C(=O)c3oc4ccc(Br)cc4c3C)CC2)c1C	7
COCC(=O)Nc1ccc2c(c1)C(=O)N(C)[C@@H]1CC[C@H](CC(=O)NC3Cc4ccccc4C3)O[C@@H]1CO2	-5[25 µM]
CCOC(=O)CN(C(=O)c1snc(C(N)=O)c1N)C(C(=O)NCCC(C)C)c1ccc(C)cc1 (stereo not drawn)	-1
Cn1ncc(Br)c1C(=O)N1CCCCCC1	5
COc1cccc(S(=O)(=O)N2C[C@@H](O)COC[C@H]3O[C@@H](CC(=O)N4CCN(c5ccccc5)CC4)CC[C@@H]32)c1	13[25 µM]
CC1=C(C(=O)N2CCCCCC2)CC(CC(=O)NC2CCCC2)C(=O)N1Cc1ccc(F)cc1 (stereo not drawn)	5
CSc1nc(SCc2ccccc2)[nH]c(=O)n1	7
CN(C)C(=O)c1ccc(NC(=O)COC(=O)C2(c3ccccc3)CCCC2)cc1	4
(more compounds)
SMILES	BL2 CD40 inh
NNC(=O)COc1cccc(C(F)(F)F)c1	2
FC(F)(F)c1nc(=S)c2ccccc2[nH]1	17
CCc1sc(C(=O)NC)cc1Br	-10
CC(=O)c1ccc(Nc2nc(C(N)Cc3ccc(Cl)cc3)cs2)cc1 (stereo not drawn)	6
COc1cccc2sc(/N=C/N(C)C)nc12	0
O=C(COC(=O)c1ccc(-c2nnc(-c3ccccc3)o2)cc1)c1ccccc1	-5
CO[C@@H](CN(C)Cc1ccc2c(c1)OCO2)[C@H](C)CN(C(=O)c1ccccc1)[C@@H](C)CO	0[25 µM]
O=c1c2ccccc2nc2ccc(NCc3cccs3)nn12	-74
O=S(=O)(Nc1c(F)cccc1F)c1ccc(Cl)nc1	-1
Cc1nn(C)c(Cl)c1CN1CCCC(CCC(=O)NCc2ccccc2F)C1 (stereo not drawn)	6
O=C(NN1C(=O)c2ccccc2NC1c1ccc([N+](=O)[O-])o1)c1ccc(Br)cc1 (stereo not drawn)	-17
O=S(=O)(NCc1c(Cl)cccc1Oc1ccccc1)c1ccccc1	21
CC(=O)N1[C@@H]2CN(S(C)(=O)=O)C[C@H]1C2c1ccc(Br)cc1 (stereo partly drawn)	3&1
CC(C)NC(=O)N(C)C[C@@H]1Oc2ccc(N)cc2CC(=O)N(C)C[C@H]1C	1
O=S(=O)(c1ccccc1)N1CCN(S(=O)(=O)N2CCCCC2)CC1	10
O=C(Nc1ccccc1N1CCCCC1)c1cc(S(=O)(=O)N2CCOCC2)ccc1Cl	12
COc1ccc(NC(=O)N(C)C[C@@H]2Oc3c(NS(=O)(=O)c4c(C)noc4C)cccc3C(=O)N([C@@H](C)CO)C[C@@H]2C)cc1	3[25 µM]
O=C(NC1CCCN(c2ccc(C(F)(F)F)cn2)C1)c1ccnc(Cl)c1 (stereo not drawn)	4
CC(c1ccc2ccccc2c1)c1ccccc1C(=O)O (stereo not drawn)	-2
Cc1cc(-c2ccc(S(=O)(=O)N(C)Cc3ccccc3)cc2)on1	3
COc1cc2nc(CN3CCN(S(=O)(=O)c4ccccc4[N+](=O)[O-])CC3)[nH]c(=O)c2cc1OC	2
CCC(CO)NCc1sccc1C (stereo not drawn)	7
COc1cccc2c1Oc1ncccc1N(C(=O)CCC(=O)NCc1ccccc1)C2	-5
Cc1nnc2c(-c3ccccc3)nc3ccccc3n12	11
CCN(CC(=O)NCc1cccs1)C(=O)COc1cccc(C(F)(F)F)c1	5
O=C(NCCCCc1ccccc1)c1ccc(Br)o1	-15
COc1ccc(OCC(=O)Nc2ccc(S(=O)(=O)Nc3cc(C)nc(C)n3)cc2)cc1	5
CCOP(=O)(OCC)C(Nc1ccc([N+](=O)[O-])cc1)c1ccc(Cl)cc1 (stereo not drawn)	1
O=C(Cc1ccccc1)N1CC[C@@H]2[C@H](CO)Nc3ccc(-c4cccc(F)c4)cc3[C@@H]21	-22[25 µM]
O=C(OCC(=O)N1CCCCCC1)c1ccc(Cl)c(S(=O)(=O)N2CCCC2)c1	-12
O=c1[nH]c(CSc2nnnn2-c2ccccc2)nc2ccccc12	13
Cc1noc(C)c1S(=O)(=O)Nc1ccc2c(c1)C(=O)N([C@@H](C)CO)C[C@@H](C)[C@H](CN(C)C(=O)Nc1cccc3ccccc13)OCCCC[C@@H](C)O2	36[25 µM]
COc1ccc(CNC(=O)C[C@@H]2C[C@H]3c4cc(NC(=O)NC5CCCC5)ccc4O[C@H]3[C@H](CO)O2)cc1	-5[25 µM]
O=C(c1ccc(-c2ccc([N+](=O)[O-])cc2)o1)N1CCCC(C(F)(F)F)C1 (stereo not drawn)	61*
CCS(=O)(=O)N1CC2(CN(C(=O)NC(C)C)[C@@H](CO)c3c2c2ccc(OC)cc2n3C)C1	9[25 µM]
O=c1oc(-c2cccs2)nc2sc3c(c12)CCC3	-15
CCCN1CCN(S(=O)(=O)c2ccc3c(c2)NC(=O)C(C)C(=O)N3)CC1 (stereo not drawn)	8
Cc1cccc(NC(=O)CSCC(=O)N(C)Cc2c(F)cccc2Cl)c1	4
O=C(CNC(=O)c1ccccc1)NC1(C(=O)NC2CCCCC2)CCCCC1	16
COCCNC(=O)c1csc(Nc2cccc3ccccc23)n1	5
CCOC(=O)c1c(C)[nH]c2cc(Br)c(OC)cc12	-7
O=S(=O)(Nc1ccc(S(=O)(=O)N2CCCCCC2)cc1)c1cccs1	8
CC1CCCCC12NC(=O)N(CC(=O)OCc1c(F)cccc1Cl)C2=O (stereo not drawn)	8
N#C[C@H]1[C@@H](c2ccccc2-c2ccccc2F)[C@H](CO)N1C(=O)Cc1ccccc1	-2[25 µM]
CC(C)=CCc1c2c(c3occ(-c4ccc(O)c(O)c4)c(=O)c3c1O)C=CC(C)(C)O2	27
O=S(=O)(Nc1ccccc1)c1ccc(S(=O)(=O)N2CCCC2)cc1	2
CC(C)NC(=O)Nc1ccc2c(c1)C(=O)N([C@H](C)CO)C[C@H](C)[C@@H](CN(C)C(=O)C1CCCCC1)OCCCC[C@@H](C)O2	-12[25 µM]
O=C(C[C@H]1C[C@@H]2c3cc(NS(=O)(=O)c4ccccc4)ccc3O[C@@H]2[C@@H](CO)O1)NC1CCCCC1	5
COc1ccc(NC(=O)CN(C)C(=O)CCCc2c[nH]c3ccccc23)cc1	8
COC(=O)C(C)NC(=O)C12CC3CC(CC(C3)C1)C2 (stereo not drawn)	1
CCCNC(=O)N1CC2(CCN(S(=O)(=O)CC)CC2)c2c([nH]c3cc(OC)ccc23)[C@H]1CO	-8[25 µM]
O=C(C1CCOCC1)N1CC(=O)N2[C@H](CO)[C@@H](c3ccc(C#CC4CCCC4)cc3)[C@@H]2C1	-9
COC(=O)[C@@H](NC(=O)NCc1ccccc1Cl)C(C)C	11
COc1nc(-c2ccccc2)ccc1-c1noc(-c2cccs2)n1	-88

Structures shown so far that have a thiophene ring, fused or not:
SMILES	BL2 CD40 inh
O=C(NCc1ccco1)c1ccc(C(=O)NCc2ccco2)s1	-2
Cc1ccsc1C(=O)OCC(=O)NC1CCS(=O)(=O)C1 (stereo not drawn)	5
O=C(Nc1nc2c(s1)CCCC2)c1cccs1	19
CC(CCc1ccco1)N(C)S(=O)(=O)c1csc(C(N)=O)c1 (stereo not drawn)	9
COC(=O)c1c(NC(=O)CN2C(=O)NC3(CCCCC3C)C2=O)sc2c1CCC2 (stereo not drawn)	11
Cc1c(C(=O)c2ccccc2C(=O)O)sc2ccccc12	6
CN(Cc1ccc(Cl)s1)C(=O)CNC(=O)CNC(=O)c1ccc(Cl)cc1Cl	6
CCc1sc(C(=O)NC)cc1Br	-10
O=c1c2ccccc2nc2ccc(NCc3cccs3)nn12	-74
CCC(CO)NCc1sccc1C (stereo not drawn)	7
CCN(CC(=O)NCc1cccs1)C(=O)COc1cccc(C(F)(F)F)c1	5
O=c1oc(-c2cccs2)nc2sc3c(c12)CCC3	-15
O=S(=O)(Nc1ccc(S(=O)(=O)N2CCCCCC2)cc1)c1cccs1	8
COc1nc(-c2ccccc2)ccc1-c1noc(-c2cccs2)n1	-88

High-throughput results as filed in PubChem.
